Assay outcomes deposited in PubChem by several laboratories.
Mcl1-Noxa inh = disrupts binding of human Mcl-1 to Noxa peptide; AID 1022; hit rate 1.5% among 220,000; Q07820; inhibition, % at 21.7 µM; TR-FRET Mcl-1/Noxa peptide binding, 2 h;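 active = compounds that cut the protein-peptide binding signal by more than 50% relative to plate controls in a single-dose test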;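 also: His-tagged Mcl-1 with rhodamine Noxa BH3 peptide and terbium anti-His antibody; 0% = Mcl-1 plus Noxa peptide wells and 100% = peptide-only wells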
Target sequence (Q07820 whole entry, looked up): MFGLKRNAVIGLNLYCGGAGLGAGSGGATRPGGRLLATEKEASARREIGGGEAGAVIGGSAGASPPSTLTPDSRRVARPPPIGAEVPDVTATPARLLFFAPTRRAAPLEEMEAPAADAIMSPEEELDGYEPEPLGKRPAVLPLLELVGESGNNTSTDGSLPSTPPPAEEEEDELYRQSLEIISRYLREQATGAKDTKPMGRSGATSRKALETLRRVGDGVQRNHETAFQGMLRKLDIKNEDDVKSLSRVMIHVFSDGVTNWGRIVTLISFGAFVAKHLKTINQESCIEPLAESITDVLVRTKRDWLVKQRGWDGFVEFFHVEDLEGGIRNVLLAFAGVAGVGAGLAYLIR
Pf gametocyte = P. falciparum stage V gametocyte viability inhibition; P. falciparum stage V gametocytes, ATP luminescence, 24 h; inhibition, % at 10.9 µM; hit rate 0.065% among 150,000; AID 743093;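 active = inhibition above the mean plus 3 SD of compounds within the control limits, set per campaign, cut at about 38% in these data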;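 also: 0% = DMSO wells and 100% = medium only without gametocytes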
Rac1 act GTP bind = human Rac1 activated mutant GTP binding change; percent activity (GTP binding), % at 10 µM; hit rate 0.11% among 190,000; P63000; GST-Rac1 activated beads, fluorescent GTP binding, flow cytometry; actives lie on both sides; 100% means binding = to untreated wells;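 active = GTP binding at least 20 percentage points away from the 100% baseline, in either direction, so actives lie on both sides; inconclusive = Compound likely fluorescent itself, or too few beads counted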
Mcl1 Bid PPI = Mcl-1/Bid interaction inhibition; Q07820; TR-FRET Mcl-1/Bid-Dy647 peptide binding, 1536-well; inhibition, % at 21.7 µM; hit rate 0.97% among 220,000; AID 1021;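 active = compounds that cut the binding signal by more than half at the single screening dose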;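 also: His-tagged Mcl-1 with europium anti-His antibody binding Bid BH3 peptide; 0% = Mcl-1 plus peptide wells and 100% = peptide-only wells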
Rac1 wt GTP bind = alters GTP binding to wildtype human Rac1. AID 757. GTP binding activity (% of control), % at 10 µM. GST-Rac1 beads, fluorescent GTP binding, flow cytometry; actives lie on both sides; 0 = cold GTP competed, 100 = untreated. P63000. hit rate 0.27% among 190,000;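 active = GTP binding activity at least 20 points away from the 100% control level, either lower or higher; inconclusive = compound flagged as likely green fluorescent, judged across all proteins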
Rab2A wt mod = changes GTP binding to wildtype dog Rab2A, up or down. P61105. GST-Rab2 wt beads, Bodipy-GTP binding, flow cytometry. GTP binding activity, % at 10 µM. hit rate 0.19% among 190,000. AID 760;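 active = GTP binding activity at least 20 points away from 100%, either lowered or raised; inconclusive = signal likely due to the compound's own green fluorescence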;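 also: 0% = beads with excess unlabeled GTP and 100% = no-compound control corrected for plate trend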
Rab7 wt modul = modulators of GTP binding to dog Rab7 wildtype GTPase | GST-Rab7 beads, fluorescent GTP binding, flow cytometry; actives lie on both sides; untreated = 100%, excess cold GTP = 0% | GTP binding activity (percent of control), % at 10 µM | hit rate 0.055% among 190,000 | AID 758;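 active = fluorescent GTP binding to Rab7 beads changed by at least 20 points from the 100% baseline, either direction, mostly lower; inconclusive = compound itself probably fluorescent, or too few beads counted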;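 also: median green fluorescence of bound Bodipy-FL-GTP per Rab7 bead population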
Cdc42 wt GTP = modulators (inhibitors or activators) of GTP binding to human Cdc42 wildtype. P60953. GST-Cdc42 beads, Bodipy-GTP binding, flow cytometry; actives lie on both sides. percent activity (GTP binding), % at 10 µM. hit rate 0.2% among 190,000;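 active = percent activity GTP binding at least 20 points away from the 100% baseline, either down as inhibitor or up as activator; inconclusive = compound flagged as likely green fluorescent from well-wide comparison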;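 also: median bead fluorescence of bound Bodipy-FL-GTP at 100 nM; 0% = excess unlabeled GTP control and 100% = no compound control; below 100% means less GTP binding so inhibitor and above means activator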
Target sequence (P60953 whole entry, looked up): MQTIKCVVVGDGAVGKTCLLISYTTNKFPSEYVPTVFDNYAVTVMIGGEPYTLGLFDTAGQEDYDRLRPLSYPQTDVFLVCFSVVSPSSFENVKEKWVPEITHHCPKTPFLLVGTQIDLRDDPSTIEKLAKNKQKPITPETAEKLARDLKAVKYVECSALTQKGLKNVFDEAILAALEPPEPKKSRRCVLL
Mcl-1 Bim block = human Bim-Mcl-1 interaction inhibition; inhibition, % at 10 µM; Q07820; Bead-based flow cytometry, Bim peptide-Mcl-1 binding; hit rate 0.1% among 190,000; in the data active = inhibition above about 40%;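 also: 0% = no compound tracer wells and 100% = peptide blocker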
Avidin fluor = avidin bead compound fluorescence profile; Avidin beads, compound fluorescence 488/530 nm, flow cytometry; active compounds read high; fluorescence (KMESF) at 10 µM; hit rate 0.38% among 220,000; in the data active = fluorescence above about 47; also: inactives centre near 10
HRas wt GTP = changes GTP binding to wildtype human HRas. hit rate 0.14% among 190,000. GTP binding activity, % at 10 µM. GST-Ras wt beads, Bodipy-FL-GTP binding, flow cytometry; actives lie on both sides;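 active = GTP binding activity at least 20% away from the 100% baseline, either lowered as inhibitor or raised as activator; inconclusive = flagged as likely green fluorescent, judged across all proteins in the well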;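 also: 0% = unlabeled GTP competition control and 100% = no-compound control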
Target sequence (P01112 whole entry, looked up): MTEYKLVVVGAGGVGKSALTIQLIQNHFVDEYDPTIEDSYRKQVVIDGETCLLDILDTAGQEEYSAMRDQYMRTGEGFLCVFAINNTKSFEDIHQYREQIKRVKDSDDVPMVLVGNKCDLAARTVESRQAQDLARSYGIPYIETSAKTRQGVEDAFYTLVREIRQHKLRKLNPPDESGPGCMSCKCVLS
Numbers without * were called inactive; ? = inconclusive; · = not tested or not shown.

SMILES	Mcl1-Noxa inh	Pf gametocyte	Rac1 act GTP bind	Mcl1 Bid PPI	Rac1 wt GTP bind	Rab2A wt mod	Rab7 wt modul	Cdc42 wt GTP	Mcl-1 Bim block	Avidin fluor	HRas wt GTP
CCOC(=O)C/C(N)=N/N(C)c1ncc(C(F)(F)F)cc1Cl	7.0	15.2	95.0	-14.1	97.0	100.0	102.0	101.0	0.0	10	95.0
Cc1ccc(NC(=O)CSc2nc3c(c(=O)[nH]2)CN(Cc2ccc(F)cc2)CC3)cc1C	11.2	5.8	100.0	16.4	99.0	97.0	100.0	101.0	26.0	9	97.0
CC(C)OC(=O)c1c(NS(=O)(=O)c2ccccc2)sc2c1CCCC2	23.4	·	97.0	-9.0	98.0	97.0	96.0	98.0	-1.0	9	99.0
CCCN1CNC(=S)N(c2ccc(C(=O)OCC)cc2)C1	-0.5	7.0	102.0	-56.1	105.0	104.0	103.0	106.0	-4.0	13	104.0
CC(C)(C)c1ccc(S(=O)(=O)NCC(=O)Nc2ccc(-c3nc4ccccc4s3)cc2)cc1	2.9	-8.6	97.0	-15.3	101.0	97.0	99.0	98.0	0.0	16	99.0
COc1ccc(-c2nn(-c3ccccc3)cc2C(=O)Nc2nccs2)cc1	5.9	-8.1	96.0	0.5	98.0	98.0	96.0	98.0	-5.0	4	97.0
COc1cccc(C(=O)N/N=C(/c2ccccc2)c2ccccn2)c1	-69.8	·	93.0	-80.2	93.0	93.0	92.0	95.0	0.0	6	94.0
CCn1cc(C(=O)Nc2ccc(OC)c(S(=O)(=O)N3CCCCC3)c2)c(=O)c2ccc(C)nc21	-20.0	·	100.0	-19.8	102.0	98.0	99.0	99.0	-5.0	11	98.0
O=C(COc1ccc(S(=O)(=O)NC2CCCCC2)cc1)NC1CCCCC1	-0.9	3.1	96.0	-3.4	103.0	97.0	94.0	97.0	-2.0	18	102.0
CC(Nc1ccc(Br)cn1)c1cc(Cl)ccc1O (centres undefined)	30.4	-29.1	96.0	-0.1	102.0	100.0	98.0	102.0	-5.0	12	100.0
CCOC(=O)c1cnc2ccc(OCC)cc2c1NCc1ccccc1	22.2	-5.9	97.0	-3.6	101.0	101.0	97.0	93.0	-7.0	6	98.0
CCCOc1ccc2c3c(c(=O)oc2c1OCCC)CCCC3	13.8	13.4	100.0	9.7	102.0	103.0	102.0	102.0	-1.0	4	103.0
CCCN(c1nc(C)cc(OC)n1)S(=O)(=O)c1ccccc1	-2.7	·	?	-12.9	?	?	?	?	-1.0	15	?
CC(C)NC(=O)Cn1nc(C(F)(F)F)c2c1CCC2	-2.2	·	98.0	-5.1	102.0	100.0	101.0	101.0	-4.0	22	101.0
CCN1CCN(c2ncc3c(n2)CC(c2ccc(OC)c(OC)c2)CC3=O)CC1 (centres undefined)	1.0	-11.1	101.0	-24.4	104.0	100.0	100.0	101.0	0.0	24	101.0
COc1ccc(-c2cc(=O)c3ccccc3s2)cc1	-0.5	·	99.0	-8.3	101.0	103.0	103.0	101.0	0.0	17	102.0
Cn1c(NC(=O)c2ccc(Cl)cc2)cc(=O)n(C)c1=O	-2.3	-12.2	94.0	0.1	100.0	96.0	104.0	93.0	-1.0	23	97.0
CCc1ccc(-n2nnnc2SCC(=O)NNC(=O)c2ccco2)cc1	2.5	·	101.0	-28.3	99.0	99.0	99.0	102.0	0.0	7	99.0
COc1ccccc1N(CC(=O)Nc1ccc2c(c1)OCO2)S(=O)(=O)c1ccccc1	36.1	1.1	96.0	-10.1	100.0	95.0	98.0	101.0	-1.0	19	101.0
COc1ccc(NC(=O)CSCc2ccc(C)cc2)cc1	0.4	13.2	95.0	-7.9	95.0	97.0	101.0	96.0	3.0	13	97.0
CCOC(=O)c1ccc(S(=O)(=O)N2CCN(C)CC2)cc1	11.8	·	101.0	-45.8	104.0	103.0	101.0	105.0	-2.0	29	103.0
CCOc1cc(C(=O)Nc2cc(C)ccc2C)ccc1OCC(=O)N1CCCCC1	9.9	·	97.0	-38.1	99.0	96.0	98.0	101.0	-5.0	6	97.0
CCOc1cc(N2CCOCC2)c(OCC)cc1NC(=O)CN1CCC(Cc2ccccc2)CC1	-0.2	-9.4	102.0	-13.3	104.0	103.0	103.0	102.0	-4.0	12	101.0
Cc1ccc(Oc2ncccc2/C=N/OCc2ccc(Cl)c(Cl)c2)cc1	-15.0	9.5	?	-7.2	?	?	?	?	-1.0	36	?
CCCN1CCN(CCCNC(=S)Nc2ccc3nc(N4CCN(CC)CC4)cc(C)c3c2)CC1	28.6	4.0	97.0	-68.8	104.0	98.0	99.0	100.0	-2.0	9	98.0

(further entries)
SMILES	Mcl1-Noxa inh	Pf gametocyte	Rac1 act GTP bind	Mcl1 Bid PPI	Rac1 wt GTP bind	Rab2A wt mod	Rab7 wt modul	Cdc42 wt GTP	Mcl-1 Bim block	Avidin fluor	HRas wt GTP
O=C(CCn1nc(-c2ccc(Cl)cc2)ccc1=O)N1CCN(c2ccccn2)CC1	24.2	·	?	-23.9	?	?	?	?	-2.0	11	?
Cc1sc2nc(-c3cccnc3)[nH]c(=O)c2c1-c1ccccc1	15.8	19.4	90.0	-21.1	91.0	91.0	94.0	90.0	-3.0	19	92.0
O=C(Cc1ccc(Br)cc1)NC1CCCCC1	11.8	4.9	99.0	-27.2	105.0	99.0	98.0	100.0	-1.0	12	100.0
C=CCn1c(N)c(C(=O)OCC)sc1=S	28.9	·	?	-35.1	?	?	?	?	-3.0	36	?
O=C(Cn1c2ccccc2c(=O)c2ccccc21)N/N=C/c1cc([N+](=O)[O-])ccc1N1CCCCC1	43.4	-17.0	99.0	67.0*	104.0	99.0	97.0	105.0	-8.0	10	101.0
COc1cccc(/C=C/C(=O)OCC(=O)NCc2ccco2)c1OC	-0.1	-1.9	101.0	-21.2	103.0	99.0	104.0	97.0	0.0	3	102.0
CCC(Oc1ccc(C)c(C)c1)C(=O)O (centres undefined)	10.9	0.8	110.0	-16.7	115.0	108.0	108.0	111.0	-1.0	11	107.0
O=C(O)c1cn(-c2ccccc2)nc1-c1cccnc1	16.8	·	100.0	27.7	103.0	101.0	100.0	102.0	0.0	5	102.0
Cc1ccc(Oc2cc(C)nc(-c3ccccc3O)n2)cc1	4.8	·	98.0	-17.6	102.0	103.0	106.0	102.0	0.0	·	104.0
CCN(CC)S(=O)(=O)c1cccc(C(=O)NC(C)C(c2cccs2)N2CCCC2)c1 (centres undefined)	9.4	13.9	98.0	-22.9	101.0	100.0	98.0	99.0	-4.0	13	97.0
O=C(c1ccc2c3c(cccc13)CC2)C1CCCN(Cc2ccncc2)C1 (centres undefined)	-6.4	11.0	98.0	-39.4	98.0	97.0	100.0	97.0	-1.0	13	95.0
O=S(=O)(/C=C/c1ccccc1)c1ccccc1	3.3	·	99.0	-20.0	102.0	103.0	99.0	104.0	1.0	14	106.0
COc1ccc(CN(Cc2ccc(C(=O)O)cc2)C(=S)Nc2cccc(C)c2)cc1OC	15.3	4.2	96.0	-34.4	102.0	96.0	100.0	97.0	-4.0	6	96.0
CCOc1ccc(NC2=CC(=O)CC(c3ccco3)C2)cc1 (centres undefined)	4.0	-15.2	95.0	-51.9	97.0	95.0	98.0	93.0	-1.0	13	95.0
O=C(O)CCc1nn2c3ccccc3nc2n(-c2ccccc2)c1=O	·	-52.4	97.0	-5.0	96.0	95.0	93.0	98.0	0.0	10	97.0
Clc1ccccc1CN(Cc1ccco1)Cc1nnnn1C1CCCC1	16.2	·	98.0	10.1	100.0	97.0	97.0	97.0	0.0	7	100.0
Cc1ccc(NC(=O)Cn2cnc3c(=O)n(C)c(=O)n(C)c32)c(C)c1	13.0	·	98.0	-30.9	107.0	101.0	99.0	103.0	0.0	20	102.0
O=c1[nH]c2cc3c(cc2cc1CN(Cc1cccs1)Cc1nnnn1Cc1ccco1)OCCO3	38.0	·	101.0	2.8	104.0	101.0	104.0	104.0	4.0	4	102.0
CC1=C(C(=O)Nc2ccc(C)cc2)C(c2ccc(C)o2)C2=C(CC(C)(C)CC2=O)N1 (centres undefined)	·	-0.5	92.0	-49.1	92.0	92.0	93.0	93.0	-1.0	12	94.0
COc1ccc(S(=O)(=O)N2c3cc(Cl)ccc3Oc3nc4ccccc4nc32)cc1	1.7	6.6	101.0	-0.7	108.0	100.0	102.0	102.0	0.0	9	101.0
Cc1ccc(C(=O)N(c2ccccc2)C2CC(C)N(C(=O)c3ccco3)c3ccccc32)cc1 (centres undefined)	18.4	·	95.0	20.1	95.0	96.0	96.0	96.0	-3.0	13	97.0
CCc1ccc(CNCCNCC(C)O)cc1 (centres undefined)	36.9	·	99.0	17.1	102.0	99.0	99.0	101.0	0.0	11	100.0
COc1ccccc1Nc1ccc([N+](=O)[O-])cc1N	25.6	-3.4	97.0	-61.8	102.0	97.0	100.0	100.0	-6.0	14	98.0
Cc1cccc2c1N(CCOc1ccc(C(C)(C)C)cc1)C(=O)C2=O	4.3	·	100.0	0.4	104.0	99.0	102.0	101.0	-4.0	12	97.0
CCN(CC)CCNC(=O)Cc1c(C(=O)O)n(CC)c2ccccc12	23.3	-16.3	100.0	-19.3	98.0	102.0	103.0	101.0	-4.0	11	100.0

(listing goes on)
SMILES	Mcl1-Noxa inh	Pf gametocyte	Rac1 act GTP bind	Mcl1 Bid PPI	Rac1 wt GTP bind	Rab2A wt mod	Rab7 wt modul	Cdc42 wt GTP	Mcl-1 Bim block	Avidin fluor	HRas wt GTP
O=C(CNC(=O)c1ccc(N2C(=O)c3ccccc3C2=O)cc1)OCC(=O)c1ccc(Cl)cc1	-11.3	2.0	102.0	6.6	107.0	102.0	98.0	102.0	-5.0	17	104.0
O=C(O)C1C2C=CC(C2)C1C(=O)NCCCn1ccnc1 (centres undefined)	-2.3	1.0	98.0	-46.5	102.0	100.0	97.0	99.0	-6.0	13	100.0
O=c1cc(NCc2ccccc2)nc2ccccn12	-4.2	·	100.0	-11.3	101.0	103.0	107.0	101.0	-2.0	11	100.0
Nc1ccc(N2CCCCC2)cc1N1CCCCC1	75.7*	17.4	93.0	-14.9	98.0	96.0	99.0	96.0	0.0	7	96.0
Cc1nn(C)cc1CNC(=O)Nc1ccc(Cl)c(Cl)c1	8.8	·	100.0	-38.2	103.0	100.0	100.0	99.0	-1.0	14	102.0
Cc1c(Br)c(-c2n[nH]c(=S)n2Cc2ccco2)nn1C	6.8	4.5	101.0	-83.1	103.0	101.0	101.0	98.0	-9.0	3	101.0
Cc1ccccc1NC(=O)CCSc1nnnn1-c1ccccc1	-3.6	-37.3	94.0	-16.8	104.0	99.0	98.0	98.0	-4.0	6	100.0
CCOC(=O)c1cnc(-n2nc(C)cc2C)nc1Nc1ccccc1OC	0.1	·	99.0	17.2	106.0	102.0	105.0	101.0	-5.0	12	102.0

Rows were taken by chance; any-hit rate near 2.7%.
